# Source: PubChem BioAssay (several laboratories)
# MEKK2 WT-MEK5: raises or lowers MEK5 binding to wildtype human MEKK2 PB1 domain; Q9Y2U5; bead flow cytometry, Alexa488-MEK5 binding to MEKK2 WT; actives lie on both sides; binding response (% of control), % at 10 µM; 1.1% of 290,000 active; AID 1531; in the data active means binding response below about 67% or above about 130%
# NALP1 yeast inh: blocks the NALP1 inflammasome reconstituted in yeast. S. cerevisiae NALP1/ASC/caspase-1 growth, X-gal OD620, 72 h. inhibition, % at 10 µM. 0.61% of 280,000 active. AID 2071; in the data active means inhibition mostly above about 24%, no sharp cut-off; inactive means mostly below about 32%; further: some compounds called inactive have numbers as strong as hits
# pCIP destab: p/CIP protein destabilization; Q05BA5; F442A p/CIP-EGFP cells, EGFP fluorescence, 16 h; decrease of EGFP signal, % at 10 µM; 0.01% of 290,000 active; AID 1984;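 active means EGFP signal decrease of at least 30% at 10 µM or well 3 SD below plate mean, unless failing retest; inactive means the rest, including hits failing retest or dose response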; further: some compounds called inactive have numbers as strong as hits; many of its hits are not listed in these tables
# M18AAP inhibitor: blocks P. falciparum M18 aspartyl aminopeptidase | inhibition, % at 7.35 µM | 1.2% of 290,000 active | recombinant PfM18AAP, H-Glu-NHMec fluorogenic cleavage | AID 1822;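 active means inhibition above the campaign mean inhibition over all tested compounds plus 3 SD, cut at about 28% in these data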;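 further: 0% = plate median of test compound wells and 100% = 2 mM ZnCl2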
# IDE act: boosts human insulin-degrading enzyme activity in HEK cells | FAbeta-B cleavage, fluorescence polarization; 0% vehicle, 100% cell-free pure enzyme wells | activation, % at 5.96 µM | 0.073% of 340,000 active;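 active means activation above the mean of all tested compounds plus 3 SD, set per screening campaign, cut at about 17% in these data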
# MEKK3 PB1 HTS: MEKK3-MEK5 PB1 interaction, increase or decrease; binding response (% of control), % at 10 µM; bead-based flow cytometry, Alexa488-MEK5 binding to MEKK3; actives lie on both sides; 0 = blocked by unlabeled MEK5, 100 = vehicle; 1.4% of 290,000 active;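 active means binding response more than 3 SD above or below the average of its plate-row segment, actives on both sides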;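 further: Alexa488 bead fluorescence after subtracting the streptavidin-only scavenger bead signal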
# UBC9 SUMO inh: inhibitors of human SUMOylation (UBC9) | AID 2006 | P63279 | 0.36% of 290,000 active | inhibition, % at 35 µM | HTRF SUMOylation assay, SAE1/SAE2 + UBC9, in vitro; in the data active means inhibition above about 50%, passing the limit was not always enough; further: strong numbers were not always called active
# IDE cell inh: inhibits human insulin-degrading enzyme in HEK cells | P14735 | FAbetaB cleavage, fluorescence polarization | inhibition, % at 5.59 µM | 0.41% of 320,000 active | AID 434962;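 active means percent inhibition above the average of all tested compounds plus 3 SD, set per screening campaign, cut at about 16% in these data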;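 further: IDE supplied by intact live HEK cells; FP after avidin binding of uncleaved biotin substrate so inhibition keeps polarization high; 0% = DMSO wells and 100% = 60 µM reference IDE inhibitor Ii1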
# MEKK2mut PB1 HTS: signal of MEK5 binding to mutant human MEKK2 PB1 domain. bead flow cytometry, Alexa488-MEK5 binding to MEKK2 mutant. percent response, % at 10 µM. 0.35% of 290,000 active. AID 1530; in the data active means percent response above about 24%, passing the limit was not always enough; further: inactives centre near 1; some results filed as inactive read as strong as hits; reference of the scale not given here
# * marks the source's active call; other numbers are inactive results; . = not tested or not shown; [ ] = remark or other dose. Some of the compounds tested; rates above refer to the full screens.
SMILES,MEKK2 WT-MEK5,NALP1 yeast inh,pCIP destab,M18AAP inhibitor,IDE act,MEKK3 PB1 HTS,UBC9 SUMO inh,IDE cell inh,MEKK2mut PB1 HTS
COc1ccc(CCNC(=O)CCCc2nnc3n(C)c(=O)c4sccc4n23)cc1OC,100,0,-10,0,-3,99,-2,4,3
O=C(NCCCN1CCCCC1)c1ccc2c(c1)NC(=O)C(N1CCCCC1)S2 (stereo not given),107,18,-8,12,1,102,-12,1,2
Cc1cc(NC(=O)CN2CCN(c3ncccn3)CC2)no1,103,-1,0,10,4,102,10,-9,4
O=C(/C=C/c1ccc(Cl)c(Cl)c1)NCc1ccco1,96,19,6,3,7,98,-11,-3,-2
O=c1cc(CN2CCN(c3ccc(F)cc3)CC2)nc2sccn12,105,-1,-15,4,3,100,1,1,4
Cc1nc2ccccc2n1S(=O)(=O)c1ccc(F)cc1,98,4,-3,-8,7,96,10,7,3
COc1cc(/C=N/NC(=O)c2ccncc2)ccc1OCc1cnc(Cl)s1,98,-2,-12,-9,2,101,-5,3,-6
O=C(CSc1c(Cl)cccc1Cl)N1CCC(c2nc3ccccc3s2)CC1,99,-10,-12,-1,13,101,-25,-2,2
COc1ccccc1Nc1nc(-c2sc(NC(=O)CC(C)C)nc2C)cs1,110,17,-1,4,0,104,6,0,3
O=C(CN1CCN(S(=O)(=O)c2ccc(Cl)cc2)CC1)Nc1ccc2c(c1)OCCO2,100,1,-6,-6,6,95,15,6,-11
CN(C)c1nc2ccccc2c(N)c1-c1ccccc1,104,32,5,8,7,99,27,-2,3
CCOc1ccccc1Oc1ccc(C(F)(F)F)cn1,103,3,1,1,7,101,5,-5,3
COCCNC(=O)CN(C(=O)CCC(=O)Nc1ccccn1)c1ccc(C)cc1C,103,-12,3,-3,0,104,13,0,14
O=C(C1CCCN(S(=O)(=O)c2ccc(F)cc2)C1)N1CCCCC1 (stereo not given),98,-10,-11,9,-2,96,8,4,1
Cn1nc(C2CC2)cc1NC(=O)CC(CC(=O)O)c1ccccc1 (stereo not given),94,42,10,-1,.,94,8,2,-4
COc1ccc(NC(=O)Cn2c(=O)n(CC3CCCO3)c(=O)c3cc(OC)c(OC)cc32)c(OC)c1 (stereo not given),104,14,-2,6,2,102,-1,4,4
CCN1CCN(CCCN(Cc2ccco2)C(=S)Nc2ccc(Cl)cc2)CC1,104,11,-14,5,6,101,2,2,0
CCOC(=O)c1c(NC(=O)CN2C(=O)NC3(CCCCC3)C2=O)sc(C)c1-c1ccc(C)cc1,105,19,5,-1,9,101,9,1,4
Cc1ccc2cccc(OCC(=O)N3CCc4ccccc43)c2n1,90,-3,-10,2,-1,100,4,2,-9
OC(CN1CCOCC1)Cn1cnc2ccccc21 (stereo not given),105,-2,5,-1,1,100,-6,2,2
O=C(Nc1cccc(F)c1)c1c(F)c(F)c(F)c(F)c1F,102,-11,-5,-9,4,101,-9,5,0
Cc1c(C(=O)OC(C)C)sc(N)c1C(=O)OC(C)C,104,36,-18,2,1,131*,-11,-3,0
O=C(c1ccco1)N1CCN(CC(O)COc2ccc3oc4ccccc4c3c2)CC1 (stereo not given),106,-5,-11,-2,-10,99,-14,4,5
O=C(c1cc([N+](=O)[O-])ccc1Cl)N1CCN(c2ccc([N+](=O)[O-])cc2)CC1,97,-15,-31,3,1,100,27,0,-2
Cc1c(C(=O)N2CCCCC2)c(S(=O)(=O)NCCc2ccc(S(N)(=O)=O)cc2)c(C)n1C,103,5,6,1,1,105,0,3,5

# Part of the list above, set out differently.
MEKK2 WT-MEK5 | NALP1 yeast inh | pCIP destab | M18AAP inhibitor | IDE act | MEKK3 PB1 HTS | UBC9 SUMO inh | IDE cell inh | MEKK2mut PB1 HTS | SMILES
94 | 42 | 10 | -1 | . | 94 | 8 | 2 | -4 | Cn1nc(C2CC2)cc1NC(=O)CC(CC(=O)O)c1ccccc1 (stereo not given)
105 | -2 | 5 | -1 | 1 | 100 | -6 | 2 | 2 | OC(CN1CCOCC1)Cn1cnc2ccccc21 (stereo not given)
99 | -10 | -12 | -1 | 13 | 101 | -25 | -2 | 2 | O=C(CSc1c(Cl)cccc1Cl)N1CCC(c2nc3ccccc3s2)CC1

# The list goes on:
SMILES,MEKK2 WT-MEK5,NALP1 yeast inh,pCIP destab,M18AAP inhibitor,IDE act,MEKK3 PB1 HTS,UBC9 SUMO inh,IDE cell inh,MEKK2mut PB1 HTS
O=C(c1cc(-c2ccncc2)nc2ccc(Br)cc12)N1CCN(c2ccccn2)CC1,102,10,4,6,0,107,8,-2,-3
CC1=C(C(=O)N(C)C)C(c2ccc(C)s2)NC(=S)N1 (stereo not given),97,-6,-7,-4,0,105,2,-2,-12
Cc1cc2ccccc2c(=O)n1CC(=O)Nc1ccc2c(c1)OCO2,96,5,0,3,1,96,4,0,-5
CCOC(=O)C1=C(C)N=c2s/c(=C/c3ccc(OCC(=O)O)cc3)c(=O)n2C1c1ccc(SC)cc1 (stereo not given),97,7,2,10,-6,101,29,.,-2
O=C(CCn1cnc2ccccc2c1=O)Nc1nc2c(s1)CCCC2,96,7,-11,-6,-2,90,0,1,-6
COc1ccc(Cl)cc1C(=O)Nc1cccc2ncccc12,114,-3,2,6,4,106,8,-10,5
CC(=O)Nc1ccc(-c2nnn(CC(=O)c3ccccc3)n2)cc1Cl,102,1,-19,-1,2,101,22,-6,4
COc1ccc([N+](=O)[O-])cc1N(CC(O)CN1CCCC1)S(=O)(=O)c1ccc(C)cc1 (stereo not given),130,1,-3,0,1,104,8,2,29
C=CCn1c(N)cc(=O)nc1SCC(=O)Nc1cccc2ccccc12,107,1,-4,-3,-1,104,10,-10,3
CC1CN(CCCCSc2ccc(Cl)cc2)CC(C)O1 (stereo not given),116,18,-14,3,-1,106,10,-2,5
CCOc1cc(/C=N/NC(=O)C(C)Sc2ccccc2)ccc1O (stereo not given),96,-7,3,5,-4,97,13,4,-4
COc1ccc(OC)c(S(=O)(=O)NC(N)=NCCc2ccccc2)c1,107,7,13,-1,7,103,-1,10,5
O=Cc1cnc(N2CCN(Cc3ccccc3)CC2)s1,70,8,2,-1,0,68*[inhibitor],1,-8,-45
CCCSc1nc2c(=O)[nH][nH]c(=O)c2n1Cc1ccccc1,108,13,11,4,-1,104,-4,10,4
COc1ccc(OCc2nnc(SCC(=O)Nc3ccccc3F)o2)cc1,96,3,10,0,3,95,8,2,-1
CN1CCCC(OC(=O)CCCC(=O)OC2CCCN(C)C2)C1 (stereo not given),93,8,-4,-5,4,96,21,2,-5
Cc1ccc(Nc2nnc(SCC(=O)N(C)C3CCS(=O)(=O)C3)s2)cc1 (stereo not given),90,-16,8,-1,2,93,19,6,-9
CSCCC(=O)N1CCC(n2nccc2NC(=O)CCc2ccccc2)CC1,100,20,-16,1,2,102,-5,.,-3
COc1ccc(/C=C/CN2CCN(CCc3ccccc3)C(CCO)C2)cc1 (stereo not given),128,11,-10,4,0,104,22,4,11
CCCOc1ccc(N2C(=O)CC(SC(=N)N3N=C(c4ccccc4)CC3c3ccccc3)C2=O)cc1 (stereo not given),94,2,14,-4,-1,104,-5,1,-8
Cc1cc([N+](=O)[O-])ccc1NC(=O)CCC(=O)N1CCCCCC1,109,4,-13,5,-1,109,6,3,9
Cc1ccc(Sc2c(C)nn(C(=O)CNS(=O)(=O)c3ccc(F)cc3)c2C)cc1,101,35,2,-1,5,103,-5,0,1
CCc1ccccc1NC(=O)Cc1cn(C)c2ccccc12,105,1,5,-5,8,102,9,5,1
Cc1ccc(C)c(NC(=O)c2cc3ccccn3n2)c1,113,41,0,-8,4,115,11,11,13
Cc1noc(C)c1C(=O)Nc1sc(C)c(-c2ccccc2)c1C#N,95,6,-11,2,7,99,2,6,0

# MEKK3 PB1 HTS: entries above that show a hit.
SMILES,MEKK2 WT-MEK5,NALP1 yeast inh,pCIP destab,M18AAP inhibitor,IDE act,MEKK3 PB1 HTS,UBC9 SUMO inh,IDE cell inh,MEKK2mut PB1 HTS
Cc1c(C(=O)OC(C)C)sc(N)c1C(=O)OC(C)C,104,36,-18,2,1,131*,-11,-3,0
O=Cc1cnc(N2CCN(Cc3ccccc3)CC2)s1,70,8,2,-1,0,68*[inhibitor],1,-8,-45

# Continuation:
SMILES,MEKK2 WT-MEK5,NALP1 yeast inh,pCIP destab,M18AAP inhibitor,IDE act,MEKK3 PB1 HTS,UBC9 SUMO inh,IDE cell inh,MEKK2mut PB1 HTS
O=C1C2CCCCN2C(=O)N1CCCN1CCN(c2ccc(F)cc2)CC1 (stereo not given),117,12,-11,-7,2,113,11,-2,5
Cc1ccccc1NC(=O)CSc1nnnn1C,98,10,-5,7,1,94,19,-1,-1
CN1C(C(=O)NCc2ccc(OC(F)(F)F)cc2)CC2Cn3c(nc4ccccc43)C21 (stereo not given),89,.,-5,.,2,94,4,1,6
O=C(O)c1c(Cl)c(Cl)c(Cl)c(Cl)c1C(=O)N1CCOCC1,111,-1,-1,-11,4,107,3,6,6
CC(=O)c1ccc(-n2ccc(=O)cc2)cc1,102,26,4,-8,2,100,21,2,2
Cc1ccc(-c2ccc(C(=O)NCCCNC(=O)c3cnccn3)o2)cc1Cl,99,9,12,-13,0,102,18,-3,-5
O=C(CCCc1ccccc1)Nc1ccccc1C(F)(F)F,100,14,9,-5,3,101,4,4,1
COc1cc2cc(CN(Cc3nnnn3Cc3ccco3)C3CCCCC3)c(=O)[nH]c2cc1OC,96,10,-8,20,-8,96,49,10,4
O=C(O)C1=C[C@@H](C2CCCCC2)C[C@@H](OCc2ccc(CO)cc2)O1,104,-5,3,4,-5,89,14,4,0
COc1ccc(Cc2n[nH]c(=S)n2NC(=O)Nc2ccc(C)cc2)cc1,88,-2,7,10,2,95,68*,8,-9
O=C(Oc1cccc2cccnc12)c1cccc(N2C(=O)C3C4CCC(C4)C3C2=O)c1 (stereo not given),89,43,7,-2,.,87,-18,-2,-1
O=C(Nc1c(Cl)cccc1Cl)C1CCN(C(=O)c2cccs2)CC1,100,6,5,-6,1,102,10,5,3

# Structures above that have a nitro group on carbon (3):
SMILES,MEKK2 WT-MEK5,NALP1 yeast inh,pCIP destab,M18AAP inhibitor,IDE act,MEKK3 PB1 HTS,UBC9 SUMO inh,IDE cell inh,MEKK2mut PB1 HTS
O=C(c1cc([N+](=O)[O-])ccc1Cl)N1CCN(c2ccc([N+](=O)[O-])cc2)CC1,97,-15,-31,3,1,100,27,0,-2
COc1ccc([N+](=O)[O-])cc1N(CC(O)CN1CCCC1)S(=O)(=O)c1ccc(C)cc1 (stereo not given),130,1,-3,0,1,104,8,2,29
Cc1cc([N+](=O)[O-])ccc1NC(=O)CCC(=O)N1CCCCCC1,109,4,-13,5,-1,109,6,3,9
